Bioassay records: PubChem BioAssay, Emory University Molecular Libraries Screening Center
EP2 modulator – EP2 receptor modulators, cAMP readout, primary screen, cell-based, HTRF cAMP, PGE2 stimulation; 260,000 tested, 0.83% active; Prostaglandin E2 receptor EP2 subtype (Homo sapiens), P43116; AID 940, 2007; EP2-expressing cells, cAMP HTRF FRET, PGE2 co-stimulation; induction, % at 25 µM;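 active = compounds whose cAMP rise, as percent of the full-agonist control response, exceeds 60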;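 note: rat C6 glioma line stably carrying human EP2 under a CMV promoter; the protocol text gives 20 µM as final concentration; 100% = response of wells given 1 µM PGE2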
Target sequence (P43116 whole entry, looked up): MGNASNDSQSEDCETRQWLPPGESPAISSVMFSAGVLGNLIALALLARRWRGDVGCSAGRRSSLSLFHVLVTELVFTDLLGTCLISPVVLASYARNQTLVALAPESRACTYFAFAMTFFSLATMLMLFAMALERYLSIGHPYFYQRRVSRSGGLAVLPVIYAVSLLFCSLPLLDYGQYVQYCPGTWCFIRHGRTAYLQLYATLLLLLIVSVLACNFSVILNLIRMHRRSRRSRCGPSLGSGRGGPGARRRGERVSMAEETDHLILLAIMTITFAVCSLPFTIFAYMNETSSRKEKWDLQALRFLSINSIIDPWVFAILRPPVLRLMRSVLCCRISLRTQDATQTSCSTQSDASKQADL
EP2 antag – human EP2 receptor antagonists, primary screen, TR-FRET cAMP, C6 glioma cells; Prostaglandin E2 receptor EP2 subtype (Homo sapiens), P43116; C6 glioma cells expressing human EP2; cells stimulated with saturating PGE2; inhibition, % at 25 µM; 260,000 tested, 0.52% active; AID 1422, 2008;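 active = percent inhibition above 40 after rounding to a whole number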;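 note: rat C6 glioma host cells with rolipram phosphodiesterase inhibitor present; the protocol text gives 20 µM as final concentration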
Active calls of the source: *.

How did CCC(CC)C(=O)NNC(=O)c1cccs1 do in these assays?
EP2 modulator: 15; EP2 antag: 7

Results for COc1cc(OC)c2c(c1Cl)OC1(C2=O)C(O)=CC(=O)CC1C (stereo unspecified) ?
EP2 modulator: 1; EP2 antag: 14

Results for CC(C)C1=NN(C(=O)c2ccccc2)C(O)(C(F)(F)F)C1 (stereo unspecified) ?
EP2 modulator: 16; EP2 antag: 3

Results for CN(C(=O)c1cc2nc(-c3ccco3)cc(C(F)(F)F)n2n1)C12CC3CC(CC(C3)C1)C2 ?
EP2 modulator: 60; EP2 antag: 15

How did COc1ccc(C2Nc3ccc(C(=O)O)cc3C3C=CCC32)cc1 (stereo unspecified) do in these assays?
EP2 modulator: 11; EP2 antag: 14

How did CC(C)(C)NC(=O)Cn1c(SCC(=O)N2CCCC2)nc2ccccc21 do in these assays?
EP2 modulator: 28; EP2 antag: 6

What do the screens show for `COc1ccc(CN2CCC(CO)C2)cc1Cc1c(C)noc1C` (stereo unspecified)?
EP2 modulator: -9; EP2 antag: 11

What do the screens show for `O=C(NCc1cccs1)c1cc(-c2ccc(Cl)cc2Cl)on1`?
EP2 modulator: -46; EP2 antag: 10

How did COc1ccc(C2=C/C(=C/c3ccccc3)C(=O)O2)cc1OC do in these assays?
EP2 modulator: -121; EP2 antag: 23

How did CCn1ncc(C(=O)NCCc2nc(-c3ccc(C)cc3)n[nH]2)c1C do in these assays?
EP2 modulator: 5; EP2 antag: 7

How did COc1cccc(C2(O)CCN(C(=O)Cc3ccc(OC)c(OC)c3)CC2)c1 do in these assays?
EP2 modulator: 0; EP2 antag: 7

Results for CN1C(=O)SC(Nc2ccc(C(=O)O)cc2)C1=O (stereo unspecified) ?
EP2 modulator: -14; EP2 antag: 10

How did CCCNc1nc2c(c(=O)[nH]c(=O)n2C)n1Cc1ccccc1Cl do in these assays?
EP2 modulator: -2; EP2 antag: 16

How did CCOC(=O)CN(C(=O)CSc1nnc(-c2ccoc2C)o1)c1ccccc1 do in these assays?
EP2 modulator: -34; EP2 antag: 11

How did Cc1nc2ccc(NS(=O)(=O)c3ccc4ccccc4c3)cc2s1 do in these assays?
EP2 modulator: -101; EP2 antag: 12

How did CN(C)c1ccc(NC(=S)Nc2ccccn2)cc1 do in these assays?
EP2 modulator: -10; EP2 antag: 21

How did COCCNC(=O)c1cn(C[C@@H]2CCCN(C(=O)c3scnc3C)C2)nn1 do in these assays?
EP2 modulator: -29; EP2 antag: 4

Results for CC1CCc2c(sc(NC(=S)NC(=O)c3cccnc3)c2C#N)C1 (stereo unspecified) ?
EP2 modulator: -8; EP2 antag: 12

Results for N#Cc1cc2c(nc1SCC(=O)Nc1cccc(F)c1)CCC2 ?
EP2 modulator: 11; EP2 antag: 14

What do the screens show for `CCc1cccc(C)c1NC(=O)CSc1nnc(-c2cccs2)n1C`?
EP2 modulator: -4; EP2 antag: 9

What do the screens show for `O=C(CSc1nnc(COc2cccc3ccccc23)n1CC1CCCO1)Nc1cccc(F)c1` (stereo unspecified)?
EP2 modulator: 14; EP2 antag: 7

How did N#CCSc1nc(-c2ccccc2)cc(C(F)(F)F)c1C#N do in these assays?
EP2 modulator: -8; EP2 antag: 25

How did COc1ccc(N(C(C)C(=O)N2CCN(C)CC2)S(C)(=O)=O)cc1 (stereo unspecified) do in these assays?
EP2 modulator: -15; EP2 antag: 6

Results for CCSc1nnc2c3cc(CC)ccc3n(C)c2n1 ?
EP2 modulator: -6; EP2 antag: 11

How did CCN(CC)C(=O)C1CC(c2ccc(Cl)cc2)=NO1 (stereo unspecified) do in these assays?
EP2 modulator: -28; EP2 antag: 9

Results for CCOC(=O)c1c(N)sc2c1CN(C(=O)OC)N(C(=O)OC)C2 ?
EP2 modulator: 33; EP2 antag: 4

What do the screens show for `Cc1ccc(NC(=O)CSc2nc3cc4c(cc3cc2C#N)OCCO4)cc1C`?
EP2 modulator: 46; EP2 antag: 30

What do the screens show for `Nc1cc(-c2cccs2)nn(CC(=O)NCC2CC2)c1=O`?
EP2 modulator: -93; EP2 antag: 6

Results for Cc1sc(NC(=O)CSc2nnc(N)s2)c(C#N)c1C ?
EP2 modulator: -24; EP2 antag: 8

How did O=C(NCc1nc(-c2ccncc2)n[nH]1)c1ccc(Cl)nc1 do in these assays?
EP2 modulator: 7; EP2 antag: 6

How did COc1nc2cc(C)ccc2cc1CN(CCCn1ccnc1)Cc1ccc(C)o1 do in these assays?
EP2 modulator: -1; EP2 antag: 7

What do the screens show for `OCCN1CCN(CCn2c(-c3ccc(Cl)cc3)cn3c4ccccc4nc23)CC1`?
EP2 modulator: -57; EP2 antag: 18

How did C=CCNC(=O)C(Cc1c[nH]c2ccccc12)NC(=O)Nc1ccccc1 (stereo unspecified) do in these assays?
EP2 modulator: -15; EP2 antag: 8

Results for CCN1CCN(C(=O)c2cc(-c3ccc(C)cc3)on2)CC1 ?
EP2 modulator: -35; EP2 antag: 12

What do the screens show for `Cc1nc(NC2CCN(S(=O)(=O)c3ccc(C(F)(F)F)cc3)CC2)[nH]c(=O)c1C`?
EP2 modulator: 11; EP2 antag: 3

Results for CC(C)(C)c1ccc(C(O)CN2CCC(O)(c3ccc4c(c3)OCO4)CC2)cc1 (stereo unspecified) ?
EP2 modulator: -95; EP2 antag: 37

How did CCn1c(Cc2ccccc2)nnc1SCC(=O)Nc1nnc(C)s1 do in these assays?
EP2 modulator: -11; EP2 antag: 6

What do the screens show for `CCOC(=O)N1CCC(NCCNC(=O)c2ccc(F)cc2)CC1`?
EP2 modulator: -14; EP2 antag: 7

Results for CCN(Cc1ccccc1)C(c1cc2cc(OC)ccc2[nH]c1=O)c1nnnn1C(C)(C)C (stereo unspecified) ?
EP2 modulator: -33; EP2 antag: 5

How did Cc1ccccc1C(=O)OCC#CCSc1nnc(-c2ccncc2)o1 do in these assays?
EP2 modulator: -30; EP2 antag: 10

How did CCC(=O)NC(c1ccc(C)cc1)c1cc(Cl)c2cccnc2c1O (stereo unspecified) do in these assays?
EP2 modulator: 17; EP2 antag: 7

Results for c1ccc(C(c2nnnn2C2CCCCC2)N2CCc3ccccc3C2)cc1 (stereo unspecified) ?
EP2 modulator: 69*; EP2 antag: 5

Results for COc1ccccc1-n1c(SCC(=O)Nc2cc(Cl)ccc2Cl)nc2ccccc2c1=O ?
EP2 modulator: 25; EP2 antag: 11

How did CCC(c1nnnn1Cc1ccco1)N(Cc1ccco1)Cc1cc2ccc(C)cc2[nH]c1=O (stereo unspecified) do in these assays?
EP2 modulator: 42; EP2 antag: 14

Results for Cc1cc(O)c(C(C)C)cc1CN1CCCCC1 ?
EP2 modulator: 15; EP2 antag: 8

How did COc1cccc(C2(NC(=O)C3C4C=CC5(CN(C)C(=O)C35)O4)CCCC2)c1 (stereo unspecified) do in these assays?
EP2 modulator: -27; EP2 antag: 4

Results for CCOC(=O)CNC(=O)c1ccco1 ?
EP2 modulator: -18; EP2 antag: 14

Results for Cc1ccc(C(=O)NC(c2n[nH]c(=S)n2C)C(C)C)cc1 (stereo unspecified) ?
EP2 modulator: -11; EP2 antag: 12

What do the screens show for `O=C(O)CSc1n[nH]c(=O)[nH]c1=O`?
EP2 modulator: -6; EP2 antag: 7

How did CN(C(=O)c1cccc(NC(=O)c2cnc(C(C)(C)C)nc2)c1)C1CCCCC1 do in these assays?
EP2 modulator: -3; EP2 antag: 5

How did CC(C)C(=O)N1CCN(c2ccc(NC(=O)c3ccccc3)cc2Cl)CC1 do in these assays?
EP2 modulator: -53; EP2 antag: 5

How did COc1ccc(N2CC(C(=O)OCC(=O)Nc3c(C)cc(C)cc3C)CC2=O)cc1 (stereo unspecified) do in these assays?
EP2 modulator: -2; EP2 antag: 10

Results for CC(C)[C@H](Nc1ncnc2nc[nH]c12)C(=O)O ?
EP2 modulator: -7; EP2 antag: 12

Results for CCc1ccc(C2=C/C(=C/c3ccco3)C(=O)O2)cc1 ?
EP2 modulator: 25; EP2 antag: 4

What do the screens show for `CC1CCN(C(c2ccccn2)c2nnnn2Cc2ccccc2)CC1` (stereo unspecified)?
EP2 modulator: -9; EP2 antag: 17

How did Cc1ccc2[nH]c(=O)c(C(c3nnnn3CC3CCCO3)N3CCCC3)cc2c1 (stereo unspecified) do in these assays?
EP2 modulator: -2; EP2 antag: 7

What do the screens show for `CC1Oc2ccccc2N(CC(=O)NCC(N)=O)C1=O` (stereo unspecified)?
EP2 modulator: 8; EP2 antag: 9

Results for COc1cc(C)nc(N2CCC(C(=O)Nc3ccccc3OC)CC2)n1 ?
EP2 modulator: 3; EP2 antag: 10

How did COc1ccc(C2CCN(CC(=O)NC(C)(C)C)CC2)cc1 do in these assays?
EP2 modulator: -28; EP2 antag: 9

How did CC1CCCCN1C(=O)CSc1nc2ccccc2n1CC(=O)N1CCCCC1 (stereo unspecified) do in these assays?
EP2 modulator: 8; EP2 antag: 7

How did Cc1ccccc1C1(O)CCN(Cc2ccccc2OCc2ccccn2)CC1 do in these assays?
EP2 modulator: -31; EP2 antag: 8

How did CNC(=O)Cc1nc2ccccc2n1CC(=O)Nc1cccc(Cl)c1 do in these assays?
EP2 modulator: -49; EP2 antag: 8

Results for O=C(Cn1nnc(-c2ccncc2)n1)N1c2ccccc2Sc2ccc(C(F)(F)F)cc21 ?
EP2 modulator: 12; EP2 antag: 11

What do the screens show for `Cc1cc(C)nc(SCc2nnc(SCC(=O)Nc3ccccc3Cl)n2C)n1`?
EP2 modulator: 23; EP2 antag: 5

What do the screens show for `O=C(Cn1nnc(-c2ccccc2NC(=O)C23CC4CC(CC(C4)C2)C3)n1)NC1CCCCC1`?
EP2 modulator: 36; EP2 antag: 25

Results for CCOC(=O)CSc1nnc2c3c4c(sc3nc(CC)n12)CCCC4 ?
EP2 modulator: -11; EP2 antag: 5

What do the screens show for `CS(=O)(=O)c1ccc2nc(NC(=O)COc3ccccc3Cl)sc2c1`?
EP2 modulator: -59; EP2 antag: 8

How did C[C@H](Cn1nnc2ccccc21)NC(=O)CCn1cnc2ccccc2c1=O do in these assays?
EP2 modulator: -15; EP2 antag: 10

What do the screens show for `CCN1CCCC(OC(=O)C(c2ccccc2)c2ccccc2)C1` (stereo unspecified)?
EP2 modulator: 27; EP2 antag: 14

Results for Cc1cc(C(=O)CSc2nc(N)cc(=O)[nH]2)ccc1F ?
EP2 modulator: -23; EP2 antag: 8

How did Cc1ccc2c(c1)-c1c(ssc1=S)C(C)(C)N2 do in these assays?
EP2 modulator: 57; EP2 antag: 14

What do the screens show for `O=C(Cn1nc2c3ccccc3nc(C3CC3)n2c1=O)NC1CCCC1`?
EP2 modulator: -6; EP2 antag: 12

What do the screens show for `CN1/C(=c2/sc(=C3C(=O)NC(=S)NC3=O)n(C)c2=O)Sc2ccccc21`?
EP2 modulator: -53; EP2 antag: 29

Results for CC(C)(C)C(=O)C1=C(O)C(=O)N(Cc2ccccc2)C1c1cccnc1 (stereo unspecified) ?
EP2 modulator: 13; EP2 antag: 7

What do the screens show for `Cc1ccc(CNC(=O)C2CCCN(c3ncccn3)C2)cc1` (stereo unspecified)?
EP2 modulator: 7; EP2 antag: 8

What do the screens show for `CC(C)(C)c1nc(SCC(=O)Nc2ccccc2C(F)(F)F)c2ccccc2n1`?
EP2 modulator: 59; EP2 antag: 6

Results for N#Cc1c(-c2ccccc2)cc(-c2ccco2)[nH]c1=O ?
EP2 modulator: 7; EP2 antag: 15

How did CC[C@@H](Cn1ncc2ccccc2c1=O)NC(=O)C(C)(C)c1ccc(Cl)cc1 do in these assays?
EP2 modulator: 19; EP2 antag: 5

How did COc1ccccc1NC(=O)CSc1nnc(-c2cccnc2)o1 do in these assays?
EP2 modulator: -8; EP2 antag: 7

How did Cc1ccc(C2=Nc3ccccc3S[C@@H](c3cccc([N+](=O)[O-])c3)C2)cc1 do in these assays?
EP2 modulator: 32; EP2 antag: 37

Results for CCCn1c(SCC(=O)N2CCCCC2C)nc2c1c(=O)n(C)c(=O)n2C (stereo unspecified) ?
EP2 modulator: -8; EP2 antag: 8

How did COc1cccc(CC(=O)N[C@H](C)Cn2nnc3ccccc32)c1 do in these assays?
EP2 modulator: 5; EP2 antag: 6

Structural class, those above with fluorine
Results for CC(C)C1=NN(C(=O)c2ccccc2)C(O)(C(F)(F)F)C1 (stereo unspecified) ?
EP2 modulator: 16; EP2 antag: 3

Results for CN(C(=O)c1cc2nc(-c3ccco3)cc(C(F)(F)F)n2n1)C12CC3CC(CC(C3)C1)C2 ?
EP2 modulator: 60; EP2 antag: 15

Results for N#Cc1cc2c(nc1SCC(=O)Nc1cccc(F)c1)CCC2 ?
EP2 modulator: 11; EP2 antag: 14

What do the screens show for `O=C(CSc1nnc(COc2cccc3ccccc23)n1CC1CCCO1)Nc1cccc(F)c1` (stereo unspecified)?
EP2 modulator: 14; EP2 antag: 7

How did N#CCSc1nc(-c2ccccc2)cc(C(F)(F)F)c1C#N do in these assays?
EP2 modulator: -8; EP2 antag: 25

What do the screens show for `Cc1nc(NC2CCN(S(=O)(=O)c3ccc(C(F)(F)F)cc3)CC2)[nH]c(=O)c1C`?
EP2 modulator: 11; EP2 antag: 3

What do the screens show for `CCOC(=O)N1CCC(NCCNC(=O)c2ccc(F)cc2)CC1`?
EP2 modulator: -14; EP2 antag: 7

Results for O=C(Cn1nnc(-c2ccncc2)n1)N1c2ccccc2Sc2ccc(C(F)(F)F)cc21 ?
EP2 modulator: 12; EP2 antag: 11

Results for Cc1cc(C(=O)CSc2nc(N)cc(=O)[nH]2)ccc1F ?
EP2 modulator: -23; EP2 antag: 8

What do the screens show for `CC(C)(C)c1nc(SCC(=O)Nc2ccccc2C(F)(F)F)c2ccccc2n1`?
EP2 modulator: 59; EP2 antag: 6

Only part of the results is shown. The share of hits here may be higher or lower than overall.
